# Screening data from PubChem BioAssay.
# Jurkat NFkB inh: inhibitors of the PMA/ionomycin-induced NF-kB reporter in Jurkat cells; actives 0.53% (n = 330,000); inhibition, % at 4 µM; PMA/ionomycin-induced NF-kB luciferase reporter, luminescence; AID 435003; in the data active means inhibition above about 50%
# 697 NFkB inh: lowers PMA/ionomycin-induced NF-kB signal in 697 B cells; 697 B-cell NF-kB luciferase reporter, 16 h; inhibition, % at 4 µM; actives 0.33% (n = 330,000); AID 435022; in the data active means inhibition above about 35%
# UBC13 polyUb: inhibitors of human UBC13 polyubiquitin chain formation | TR-FRET | inhibition, % at 20 µM | P61088 | AID 485273 | actives 0.47% (n = 330,000); in the data active means inhibition above about 45%, passing the limit was not always enough
# Target sequence (P61088 whole entry, looked up): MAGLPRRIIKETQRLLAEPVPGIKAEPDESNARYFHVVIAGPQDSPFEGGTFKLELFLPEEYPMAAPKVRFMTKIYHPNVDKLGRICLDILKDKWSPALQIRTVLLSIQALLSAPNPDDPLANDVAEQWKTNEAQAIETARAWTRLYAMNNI
# CCR6 antagonist: CCR6 (human) receptor antagonism; P51684; CHO-K1 CCR6 PathHunter beta-arrestin, luminescence, CCL20-stimulated; inhibition, % at 20 µM; actives 0.49% (n = 340,000);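 active means compounds whose inhibition of the agonist-driven luminescence signal at 20 µM reaches about 50%, limit read from the data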;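 further: cells stimulated with CCL20 at 14 nM final; plate controls were DMSO with CCL20 for no effect and DMSO without agonist for full effect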
# Gli-Sufu antag: antagonists of Gli-Sufu signaling. actives 0.74% (n = 340,000). Sufu-KO-LIGHT fibroblasts, Gli luciferase reporter luminescence. inhibition, % at 5 µM;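 active means inhibition above about 55%, limit read from the data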;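 further: 0% = DMSO-treated cells and 100% = wells with medium but no cells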
# CXCR6 block: blocks human CXCR6 beta-arrestin recruitment; actives 0.36% (n = 360,000); CHO-K1 PathHunter CXCR6 beta-arrestin, luminescence; O00574; inhibition, % at 20 µM; in the data active means inhibition above about 34%, passing the limit was not always enough;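 further: antagonist mode with CXCL16 agonist at 10 nM final; 0% = 10 nM CXCL16 with DMSO and 100% = unstimulated wells without agonist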
# Target sequence (O00574 whole entry, looked up): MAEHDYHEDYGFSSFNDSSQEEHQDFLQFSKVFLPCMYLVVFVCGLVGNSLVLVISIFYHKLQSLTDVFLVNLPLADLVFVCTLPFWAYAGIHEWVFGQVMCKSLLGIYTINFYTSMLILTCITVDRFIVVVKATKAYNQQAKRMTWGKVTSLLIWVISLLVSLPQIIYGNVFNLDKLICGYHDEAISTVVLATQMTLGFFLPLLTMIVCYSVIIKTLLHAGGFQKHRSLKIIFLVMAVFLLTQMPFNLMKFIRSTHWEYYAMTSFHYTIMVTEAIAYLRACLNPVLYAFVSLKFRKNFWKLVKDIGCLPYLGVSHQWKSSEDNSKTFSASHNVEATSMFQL
# EBI2 block: EBI2 (human) antagonism; P32249; EBI2 beta-arrestin recruitment, luminescence, 7a,25-OHC stimulated; inhibition, % at 5 µM; actives 0.81% (n = 360,000); AID 651636; in the data active means inhibition above about 38%;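 further: enzyme fragment complementation signal reports receptor beta-arrestin coupling in cells; 0% = agonist plus DMSO wells and 100% = wells without agonist; some results beyond the cut were filed as inactive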
# Target sequence (P32249 whole entry, looked up, the tested form may be a part): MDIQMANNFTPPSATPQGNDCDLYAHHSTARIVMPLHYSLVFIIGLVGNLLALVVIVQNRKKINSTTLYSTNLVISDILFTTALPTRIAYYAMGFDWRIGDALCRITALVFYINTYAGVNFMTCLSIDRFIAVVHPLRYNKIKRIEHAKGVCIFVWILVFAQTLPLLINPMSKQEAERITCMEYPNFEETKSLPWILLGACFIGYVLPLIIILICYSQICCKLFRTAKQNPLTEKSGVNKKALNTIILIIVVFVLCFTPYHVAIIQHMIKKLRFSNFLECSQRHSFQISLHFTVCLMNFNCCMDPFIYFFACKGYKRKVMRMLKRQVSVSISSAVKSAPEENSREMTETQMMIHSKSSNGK
# APJ antag: APJ receptor antagonism | inhibition, % at 20 µM | P35414 | CHO-K1 APJ beta-arrestin complementation, luminescence | actives 0.32% (n = 330,000);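 active means inhibition above about 40% at 20 µM, limit read from the data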;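 further: cells challenged with 10 nM apelin-13 agonist together with compound; plate controls were apelin-13 plus DMSO wells for no effect and DMSO wells lacking apelin-13 for full effect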
# * = called active by the depositor; · = not tested or not shown. Random draw from the library; about 3% have a hit in one of these screens.
SMILES,Jurkat NFkB inh,697 NFkB inh,UBC13 polyUb,CCR6 antagonist,Gli-Sufu antag,CXCR6 block,EBI2 block,APJ antag
CCC1CCCCN1C(=O)N[C@@H](Cc1ccccc1)C(=O)O (stereo partly specified),-11,-9,-18,0,-2,3,-17,-1
CN(C(=O)COC(=O)c1ccc(-c2ccc(O)cc2)cc1)C1CCS(=O)(=O)C1 (stereo unspecified),16,-6,13,7,0,-6,6,-4
CCc1nnc(SCC(=O)N2CCCc3ccccc32)nc1CC,1,-6,-1,-15,4,6,7,3
COC(=O)c1cnc(N2CCOCC2)nc1C(F)(F)F,17,7,0,-7,1,-6,-12,2
c1ccc(OCc2nc(-c3ccccc3)no2)cc1,-60,-55,7,-5,-59,-1,3,-7
N#CCSc1nnc(Cc2cccc3ccccc23)n1C1CCCCC1,-9,-48,-9,28,3,0,19,24
CCOC(=O)/C(C#N)=C/c1cn(CCC(=O)O)nc1-c1ccc(F)cc1,7,12,0,1,-6,8,2,7
Cc1ccc(Nc2c([N+](=O)[O-])cc(C(=O)N3CC(=O)Nc4ccccc43)cc2[N+](=O)[O-])c(C)c1,-6,-35,-42,-4,-13,14,1,-32
CC(C)NC(=O)C1CCN(C2CCN(CC3CC=CCC3)CC2)CC1 (stereo unspecified),0,-9,-5,-16,6,-6,-3,-3
CCOC(=O)C1=NNC2(CC(=O)N(c3cc(C)cc(C)c3)C2=O)C1 (stereo unspecified),-10,3,5,-14,2,-3,3,10
Cc1cccc(Cn2c(N3CCN(c4ccccc4)CC3)nc3c2c(=O)n(C)c(=O)n3C)c1,-4,-14,-4,14,12,3,17,8
CC1(C)Cc2ccccc2C(Nn2cnnc2)=N1,-16,-7,1,-2,8,3,-2,23
COc1ccc(OC)c(/C=N/NC(=O)c2csc3ccccc23)c1,-1,21,-2,13,1,-4,1,20
Cc1ccc(-n2nc3ccc(NC(=S)NC(=O)/C=C/c4ccco4)cc3n2)cc1,-72,-73,-62,29,-21,8,5,16
O=C(CCNS(=O)(=O)c1ccc(Br)cc1)NNC(=O)C1COc2ccccc2O1 (stereo unspecified),-12,-12,-1,13,5,4,-4,9
COc1ccc(CCNC(=O)CN2CCN(Cc3ccccc3F)C2=O)cc1OC,9,15,14,14,4,0,-12,-5
O=C1NCCN(Cc2cccc(Oc3ccccc3)c2)C1CC(=O)N1CCCCC1 (stereo unspecified),-15,17,6,17,0,1,14,-1
Cc1[nH]nc(SCC(=O)NC2CCCCC2)c1[N+](=O)[O-],-2,14,-2,15,8,-2,-9,3
Fc1ccc(C2=Nn3c(nnc3-c3n[nH]c4c3CCC4)SC2)cc1,-9,44*,2,22,18,3,3,19
COc1ccc(-c2cc(C(F)(F)F)nc(-n3cncn3)n2)cc1,0,0,8,0,14,1,7,7
COc1ccccc1Nc1ncccc1[N+](=O)[O-],-1,4,-49,5,1,-2,-4,8
CCOC(=O)C1=C(C)OC(N)=C(C#N)C1C1CCCCC1 (stereo unspecified),13,8,6,12,2,7,5,13
C#CC(CC)(CC)NC(=O)c1c(C)noc1C,-10,9,-5,-10,-1,-2,-7,29
COc1ccccc1C1C(C#N)=C(N)N(c2cccnc2)C2=C1C(=O)CC(C)(C)C2 (stereo unspecified),-2,4,2,-6,7,2,-11,3
CC(C)c1ccc(/C=C/C(=O)N2CCCCCC2)cc1,-46,-1,-23,12,-10,3,36,0
O=C(N/N=C/c1cccc2ccccc12)c1ccc(CN2CCOCC2)cc1,10,10,-2,10,6,-4,-2,5
COC(c1ccccc1)c1nnc(CCC(=O)N(C)CCc2ccccc2)o1 (stereo unspecified),-14,-8,-26,-5,1,-2,-5,1
CC1CCc2c(sc3ncn(N)c(=N)c23)C1 (stereo unspecified),-6,-10,18,9,4,-2,0,9
COC(=O)c1c(NC(=O)CSc2nnc(-c3cccnc3)n2Cc2ccco2)sc(C)c1C,-4,15,-6,-10,-7,14,3,16
O=C(/C=C/c1ccc(S(=O)(=O)NCc2ccco2)cc1)NCc1ccccc1Cl,15,-4,1,24,7,-8,18,7
CC1CC(C)CN(C(=O)COc2ccc(-c3nnco3)cc2)C1 (stereo unspecified),0,-8,-14,5,0,2,-2,15
CCC/C=C(\CCC)C(NC(=O)OCC(C)C)c1ccc(C(=O)OC)cc1 (stereo unspecified),30,16,4,20,23,6,13,28
CC(=O)N[C@H]1[C@H]([C@H](O)[C@H](O)CO)O[C@](O)(C(=O)O)C[C@@H]1O,·,·,·,7,6,-2,2,·
O=C(CC1SC(=NC2CCCCC2)NC1=O)Nc1ccccc1 (stereo unspecified),15,5,-2,3,2,0,-4,9
CN(Cc1nc2ccccc2c(=O)[nH]1)C(=O)COc1ccccc1Cc1ccccc1,-1,-7,12,17,-9,6,-2,3
COc1ccccc1N1CCN(C(=O)c2ccccc2Oc2ccccc2)CC1,-14,5,8,16,-2,16,7,24
Cc1sc(NC(=O)Cc2ccc3c(c2)OCO3)nc1-c1ccc2c(c1)CCN2C(=O)c1ccc(F)cc1,33,-21,10,-2,18,4,6,-1
COc1ccc(CN(CCN(C)C)Cc2ccccc2)c(OC)c1,5,13,5,-13,10,-2,-11,1
CCC(C)(C)n1nnnc1C(c1ccc(C)cc1)N1CCN(Cc2cccnc2)CC1 (stereo unspecified),0,10,3,-4,-3,6,-2,2
O=C(O)c1ccc2c(c1)-c1cc(C(=O)O)ccc1S2(=O)=O,-4,8,-3,5,-2,6,1,9
CCOc1ccc(/C=C2\SC(=S)N(NC(=O)c3ccncc3)C2=O)cc1OC,8,-8,-14,9,10,1,-4,-6
COc1cc(C(=O)Nc2ccc(F)cc2Cl)ccc1OCC(=O)N1CCOCC1,-4,-25,0,7,-11,-9,-8,-19
O=C(CSc1nc(O)c(C2CCCCC2)c(=O)[nH]1)Nc1ccccc1Cl,21,13,4,13,-17,0,-4,14
Fc1ccc(CN2CCCCCC2)c(F)c1,-1,9,-5,1,5,-9,-11,-4
CCCN1CCN(C(=O)c2noc3c2COc2ccc(C)cc2-3)CC1,-14,1,6,12,-28,-3,31,19
COc1cc(-c2nc(Cc3c(F)cccc3Cl)no2)cc(OC)c1OC,-4,24,4,-2,5,4,13,-5
CCCC(c1nnnn1C1CCCC1)N1CCN(C(=O)c2ccco2)CC1 (stereo unspecified),7,8,1,32,6,3,-15,16
COc1cccc(CNC(=O)C2CCN(S(=O)(=O)c3ccc4c(c3)NC(=O)C(C)S4)CC2)c1 (stereo unspecified),10,12,2,3,3,0,7,5
N#CC1=C(N)S[C@@H](C(=O)c2ccc(F)cc2)[C@@H]1c1cccs1,8,1,8,10,-2,2,18,13
COC(=O)c1cc2cc(Cl)ccc2nc1SC,4,-7,8,9,-23,-9,-1,-4
CCCCn1nnnc1SCC(=O)Nc1cccc(C)n1,5,0,12,3,0,-8,9,15
Cc1ccn2c(CN3CCOCC3)c(-c3ccccc3)nc2c1,-13,-69,3,6,-3,-5,7,13
S=C(NCC1CCCO1)N1CCN(Cc2ccccc2Cl)CC1 (stereo unspecified),2,-5,1,13,8,3,-2,7
N#Cc1ccc(C(=O)N2CCN(C(=O)C3CCCO3)CC2)cc1 (stereo unspecified),-4,19,-9,-3,-14,-1,2,2
Cc1ccc(N(C)C(=O)c2ccc(CNc3c(N4CCC(C)CC4)c(=O)c3=O)cc2)cc1,5,8,-3,16,-7,3,-14,10
Cn1cc(C(=O)N/N=C/c2ccc([N+](=O)[O-])cc2)c2ccccc21,-17,-26,-16,7,-7,3,8,-24
O=c1[nH]c(-[n+]2ccccc2)c(/C=N/NC([S-])=Nc2ccccc2)s1,16,-19,-40,10,2,1,-20,-3
COc1ccc2[nH]c(=O)c(-c3nnn(-c4ccc(F)cc4)n3)cc2c1,8,9,-8,10,2,3,-9,19
COc1cc(OC)c([N+](=O)[O-])cc1/C=N/NC(=O)c1ccncc1,18,2,-9,-4,-3,-11,-1,-12
CC(=O)N1CCN(C(=O)c2cccc(S(=O)(=O)N3c4ccccc4CC3C)c2)CC1 (stereo unspecified),-3,-3,-8,10,3,4,-3,8

# Single records, from the list above.
# `S=C(NCC1CCCO1)N1CCN(Cc2ccccc2Cl)CC1` (stereo unspecified) as listed: Jurkat NFkB inh: 2; 697 NFkB inh: -5; UBC13 polyUb: 1; CCR6 antagonist: 13; Gli-Sufu antag: 8; CXCR6 block: 3; EBI2 block: -2; APJ antag: 7
# `Cc1ccn2c(CN3CCOCC3)c(-c3ccccc3)nc2c1` as listed: Jurkat NFkB inh: -13; 697 NFkB inh: -69; UBC13 polyUb: 3; CCR6 antagonist: 6; Gli-Sufu antag: -3; CXCR6 block: -5; EBI2 block: 7; APJ antag: 13
# `O=c1[nH]c(-[n+]2ccccc2)c(/C=N/NC([S-])=Nc2ccccc2)s1` as listed: Jurkat NFkB inh: 16; 697 NFkB inh: -19; UBC13 polyUb: -40; CCR6 antagonist: 10; Gli-Sufu antag: 2; CXCR6 block: 1; EBI2 block: -20; APJ antag: -3

# Next section.
SMILES,Jurkat NFkB inh,697 NFkB inh,UBC13 polyUb,CCR6 antagonist,Gli-Sufu antag,CXCR6 block,EBI2 block,APJ antag
C/C(=N\Nc1nncc2ccccc12)c1ccc(Cl)c([N+](=O)[O-])c1,-41,-18,-8,8,-2,-9,-3,-1
CCCn1c(SCC(=O)N(C)CC(=O)Nc2ccc(Cl)cc2)n[nH]c1=O,2,11,4,-6,-15,0,3,5
O=C(NCC(c1cccnc1)N1CCN(c2ccccc2)CC1)OCc1ccccc1 (stereo unspecified),4,-13,6,8,20,3,9,-14
Cc1ccc(S(=O)(=O)NCc2ccc(N3CCN(C(=O)OC(C)(C)C)CC3)cc2)cc1,19,-18,5,-8,42,-29,0,-10
O=C(COc1ccccc1)NCC(=O)N/N=C/c1ccc(O)cc1O,-4,-9,-16,16,-1,0,6,-35
CN(Cc1ccccc1)Cc1nc2c(c(=O)n(C)c(=O)n2C)n1CCc1ccccc1,4,-25,-3,20,11,-3,15,15
CN(C)c1nnnn1Cc1ccc(Cl)cc1Cl,-6,6,3,16,-3,-10,-1,-5
COc1ccc(N2CCN(C(=O)NCc3ccc(OC)c(OC)c3)CC2)cc1,2,4,-7,1,16,4,1,-31
CCN(CC)C(=S)NC(=O)c1ccc(Cl)cc1Cl,-1,-3,2,-3,9,-5,-5,11
Cc1cccc(N2CCN(C(=O)CSCc3c(C)noc3C)CC2)c1C,21,-29,1,18,40,-3,-7,4
O=C(Nc1cccc(C(F)(F)F)c1)c1cc(-c2ccc(F)cc2)on1,-9,19,4,10,-5,-4,22,11
O=C(O)C1CCCCC1C(=O)Nc1ccccc1C(=O)N1CCN(c2ccc(F)cc2)CC1 (stereo unspecified),36,-60,0,9,-5,4,-10,11
O=C(c1cc2c(s1)CCCC2)N1CCN(c2ccccc2)CC1,-20,-16,2,4,-4,0,1,-2
CC(C)c1ccc(NC(=O)C[n+]2ccn(C3=C([O-])c4ccccc4C3=O)c2)cc1,-3,2,56*,-1,32,-18,-1,-13
O=C(CCCOc1ccc(Cl)cc1Cl)NCC1CCCO1 (stereo unspecified),4,12,4,4,-1,-3,6,-5
CSCCC(NC=C1C(=O)OC(C)(C)OC1=O)C(=O)O (stereo unspecified),5,15,6,1,-1,-8,-5,-1
CCCCc1nc2cc(C(=O)NCc3cn(C)nc3C)ccc2o1,12,-38,-4,-1,15,7,-14,-4
Cc1cc(C(=O)N/N=C2\CCCC(=O)C2)c(C)n1-c1ccccc1,-14,-12,7,3,-27,-3,-4,-20
C/C(=C/C(=O)Nc1cccc(F)c1)N1CCCC1,-21,-1,0,3,0,3,1,4
COCCN1C(=O)C(=O)/C(=C(/O)c2ccc3c(c2)OCCO3)C1c1ccc(C(=O)OC)cc1 (stereo unspecified),-37,-84,-21,9,-2,3,-7,1
O=c1oc2c(CN3CCN(CCO)CC3)c(O)ccc2cc1-c1ccccn1,-6,-20,20,5,-13,2,5,-10
